# TROY NFkB inh: inhibitors of TROY-driven NF-kB signaling, primary screen, Q293 LMP1-TROYcd cells, NF-kB luciferase, uHTS; Q293 LMP1-TROYcd NF-kB luciferase reporter, 4 h; inhibition, % at 10 µM; actives 0.98% (n = 360,000); AID 1347056, 2019;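 active means compounds whose plate-normalised and pattern-corrected inhibition of the luciferase reporter signal at the single screening dose is 50% or more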
# SRC1 inh: SRC1 coactivator transcriptional activity inhibitors, primary screen, cell-based, luminescence. inhibition, % at 3.6 µM. Nuclear receptor coactivator 1 (Homo sapiens), Q15788. AID 588354, 2011. actives 0.12% (n = 360,000). HEK293 GAL4-SRC1 luciferase reporter;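 active means inhibition above the campaign mean plus 3 SD, with each screening campaign given its own cutoff, cut at about 60% in these data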;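 further: 0% = DMSO treated cells and 100% = gossypol at 36 µM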
# Target sequence (Q15788 whole entry, looked up, the tested form may be a part): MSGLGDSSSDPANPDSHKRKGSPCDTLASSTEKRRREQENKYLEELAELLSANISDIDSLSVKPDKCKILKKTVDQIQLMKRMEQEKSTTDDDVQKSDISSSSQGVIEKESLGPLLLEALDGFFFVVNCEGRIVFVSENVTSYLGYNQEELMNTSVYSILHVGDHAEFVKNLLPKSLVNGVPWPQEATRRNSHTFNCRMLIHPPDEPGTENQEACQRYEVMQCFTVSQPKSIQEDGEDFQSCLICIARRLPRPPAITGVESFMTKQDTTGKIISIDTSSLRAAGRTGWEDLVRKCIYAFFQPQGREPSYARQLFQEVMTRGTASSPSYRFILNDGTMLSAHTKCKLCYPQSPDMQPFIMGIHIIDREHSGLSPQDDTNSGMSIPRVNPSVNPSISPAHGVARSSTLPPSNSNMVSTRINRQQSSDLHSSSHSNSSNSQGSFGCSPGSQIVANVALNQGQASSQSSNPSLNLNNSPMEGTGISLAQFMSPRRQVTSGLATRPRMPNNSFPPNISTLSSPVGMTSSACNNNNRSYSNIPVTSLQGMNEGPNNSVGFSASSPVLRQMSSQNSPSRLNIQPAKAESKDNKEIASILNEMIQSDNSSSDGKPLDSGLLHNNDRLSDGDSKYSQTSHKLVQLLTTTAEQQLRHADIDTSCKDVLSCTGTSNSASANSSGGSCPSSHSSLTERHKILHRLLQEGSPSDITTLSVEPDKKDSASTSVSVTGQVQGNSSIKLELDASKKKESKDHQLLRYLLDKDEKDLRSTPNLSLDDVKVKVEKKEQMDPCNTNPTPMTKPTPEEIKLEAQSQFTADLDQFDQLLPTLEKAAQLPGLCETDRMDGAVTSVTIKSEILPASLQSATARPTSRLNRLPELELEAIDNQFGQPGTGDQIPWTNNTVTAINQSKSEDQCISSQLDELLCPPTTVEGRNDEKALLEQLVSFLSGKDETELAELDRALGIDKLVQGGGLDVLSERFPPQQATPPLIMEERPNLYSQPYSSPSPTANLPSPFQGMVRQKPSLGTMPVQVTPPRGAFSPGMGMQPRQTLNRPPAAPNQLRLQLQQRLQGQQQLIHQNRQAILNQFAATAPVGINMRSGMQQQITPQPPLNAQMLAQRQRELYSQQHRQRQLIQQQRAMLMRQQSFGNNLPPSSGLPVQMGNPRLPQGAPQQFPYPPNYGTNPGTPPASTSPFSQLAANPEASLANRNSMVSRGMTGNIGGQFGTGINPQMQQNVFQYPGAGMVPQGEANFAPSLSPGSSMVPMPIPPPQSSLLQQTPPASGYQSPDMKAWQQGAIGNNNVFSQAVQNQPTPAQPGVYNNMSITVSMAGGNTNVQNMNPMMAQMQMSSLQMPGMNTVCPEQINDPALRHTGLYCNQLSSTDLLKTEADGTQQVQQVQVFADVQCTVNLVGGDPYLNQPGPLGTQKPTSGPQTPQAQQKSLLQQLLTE
# EBV LMP1 NFkB: EBV LMP1-driven NF-kappaB luciferase reporter inhibitors, primary screen, cell-based, luminescence, single point; AID 504558, 2011; LMP1-induced NF-kappaB luciferase reporter cells; inhibition, % at 12.5 µM; actives 0.69% (n = 350,000); in the data active means inhibition above about 41%;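 further: 0% = neutral control wells and 100% = reference inhibitor control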
# NR2F2 inh: NR2F2 transcriptional activity inhibitors, primary screen, cell-based, luciferase reporter, HEK293T, luminescence | HEK293T NGFI-A luciferase reporter | inhibition, % at 8.6 µM | AID 686940, 2013 | actives 0.7% (n = 370,000);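 active means inhibition above a per-plate cutoff, mean inhibition of test wells between control levels plus 3 SD, cut at about 38% in these data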;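 further: cells cotransfected with COUP-TFII expression vector driving the NGFI-A reporter; 0% = median of COUP-TF2 test wells and 100% = reporter-only cells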
# TLR9-MyD88 block: inhibitors of TLR9-MyD88 association in cells, primary screen, cell-based, CHO, BLA complementation, fluorescence | Toll-like receptor 9 (Homo sapiens) + Myeloid differentiation primary response protein … | CCF4 FRET ratio | inhibition, % at 4.98 µM | actives 0.21% (n = 340,000);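 active means inhibition above the mean over all tested compounds plus 3 SD, cut at about 21% in these data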;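 further: 0% = DMSO only wells and 100% = clavulanate BLA inhibitor control wells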
# SRC3 inh: SRC3 coactivator transcriptional activity inhibitors, primary screen, cell-based, luminescence; actives 0.17% (n = 360,000); HEK293 GAL4-SRC3 luciferase reporter; inhibition, % at 3.6 µM;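 active means inhibition above a per-campaign cutoff, the mean of all compounds plus 3 SD, cut at about 60% in these data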;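 further: 0% = DMSO-treated cells and 100% = gossypol-treated cells at 36 µM; higher means less SRC3-driven luciferase light from the GAL4 reporter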
# SRC2 inh: inhibition of GAL4-SRC2 driven luciferase reporter, primary screen, SRC2 inhibitor project, cell-based, luminescence; Nuclear receptor coactivator 2 (Homo sapiens), Q15596; HEK293 GAL4-SRC2 luciferase reporter; inhibition, % at 9 µM; actives 0.17% (n = 370,000); AID 651957, 2012;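 active means inhibition above the mean inhibition of all tested compounds plus 3 SD, set per campaign, cut at about 52% in these data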;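 further: 0% = DMSO treated cells and 100% = cells given Gossypol at 36 µM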
# C8 TRAIL sens: viability loss with TRAIL in NB7+C8 cells, primary screen, TRAIL sensitizer project, cell-based, ATPlite luminescence. AID 624354, 2012. inhibition (viability loss, TRAIL sensitization), % at 10 µM. actives 1% (n = 360,000);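 active means compounds causing at least 50% loss of cell viability in the single-dose screen, relative to plate controls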
# NR5A2 inv ag: LRH-1 (NR5A2) inverse agonists, primary screen, cell-based, luminescence, HEK293T, StAR-luciferase reporter | LRH-1 transfected, 24 h | AID 602396, 2012 | Nuclear receptor subfamily 5 group A member 2 (Homo sapiens), O00482 | inhibition, % at 3.6 µM | actives 0.13% (n = 360,000);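 active means inhibition above the mean inhibition of all tested compounds plus 3 SD, cut at about 73% in these data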;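 further: 0% = DMSO wells and 100% = reporter-only cells lacking LRH-1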
# NOD2-RIPK2 inh: NOD2-RIPK2 binding disruptors in cells, primary screen, fluorescence, CHO cells, BLA complementation. CCF4 ratio. inhibition, % at 4.98 µM. actives 0.38% (n = 360,000). Receptor-interacting serine/threonine-protein kinase 2 (Homo sapiens), O43353; in the data active means inhibition above about 21%;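 further: 0% = vehicle only and 100% = reference blocker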
# TWEAK-Fn14 inh: inhibitors of TWEAK-Fn14 signaling, primary screen, luciferase reporter cells, uHTS; TWEAK-stimulated Fn14 reporter cells, luciferase luminescence, 8 h; inhibition, % at 10 µM; actives 2% (n = 360,000); AID 1159606, 2016; in the data active means inhibition above about 50%
# * marks the source's active call; other numbers are inactive results; nt = no result given. This is a subset. The share of hits here may be higher or lower than overall.
SMILES,TROY NFkB inh,SRC1 inh,EBV LMP1 NFkB,NR2F2 inh,TLR9-MyD88 block,SRC3 inh,SRC2 inh,C8 TRAIL sens,NR5A2 inv ag,NOD2-RIPK2 inh,TWEAK-Fn14 inh
Cc1ccc(C2=N/C(=C\c3cccc(F)c3)C(=O)O2)cc1,2,12,-7,2,4,3,-17,-6,-4,-1,8
O=C(CNCC(=O)Nc1ccc(F)c(F)c1F)Nc1ccc(F)c(F)c1F,4,13,-2,-16,5,-18,-13,8,-10,-9,-7
O=C(O)CSc1nnc(Cc2ccccc2)n1-c1ccccc1,-12,4,-12,-12,1,-4,7,8,19,-1,1
O=C(COC(=O)c1ccc(S(=O)(=O)NCc2ccco2)cc1)Nc1ccc(OC(F)F)cc1,-6,10,2,1,-7,-12,9,18,-10,-1,1
CCN(CC)CCNc1ncnc2c1sc1nc(N3CCOCC3)c3c(c12)CCCC3,-1,-6,-12,-11,0,4,-12,10,-19,4,-78
CCN(CC)CCN1C(=O)C2C(C(=O)Nc3ccc(Br)cc3)C3C=CC2(O3)C1C(=O)NC1CCCCC1 (stereo not drawn),6,-6,4,1,1,-32,0,6,-17,7,31
Cc1ccc(C)c(NC(=O)CN(C)C(=O)c2cc(S(=O)(=O)N3CCOCC3)ccc2N2CCCC2)c1,-24,10,-9,-3,-14,7,7,-1,-19,-1,-17
COc1ccccc1-c1nnc(NC(=O)Cc2ccccc2)o1,11,-6,1,0,17,6,12,8,0,-1,9
C=COCCCNc1ncnc2sc(-c3ccccc3)cc12,-2,-13,16,23,-3,27,14,12,4,-4,87*
Clc1ccc(N2CCN(Cc3ccco3)CC2)cc1,-1,-9,-6,2,3,-34,-39,4,-15,-2,17
Nn1c(SCC(=O)NC2CCCCCC2)nnc1C(F)(F)F,-11,15,6,-7,-29,12,-5,-3,16,-19,19
CCN(C[C@H]1N[C@@](CC)(C(=O)OC)[C@H]2C(=O)N(Cc3ccccc3)C(=O)[C@@H]12)C(=O)Nc1ccc(OC)cc1,-63,-10,-6,-20,5,2,1,-13,-15,-2,-6

# 3 records picked at random from those above:
SMILES,TROY NFkB inh,SRC1 inh,EBV LMP1 NFkB,NR2F2 inh,TLR9-MyD88 block,SRC3 inh,SRC2 inh,C8 TRAIL sens,NR5A2 inv ag,NOD2-RIPK2 inh,TWEAK-Fn14 inh
CCN(C[C@H]1N[C@@](CC)(C(=O)OC)[C@H]2C(=O)N(Cc3ccccc3)C(=O)[C@@H]12)C(=O)Nc1ccc(OC)cc1,-63,-10,-6,-20,5,2,1,-13,-15,-2,-6
O=C(CNCC(=O)Nc1ccc(F)c(F)c1F)Nc1ccc(F)c(F)c1F,4,13,-2,-16,5,-18,-13,8,-10,-9,-7
Clc1ccc(N2CCN(Cc3ccco3)CC2)cc1,-1,-9,-6,2,3,-34,-39,4,-15,-2,17

# (next part)
SMILES,TROY NFkB inh,SRC1 inh,EBV LMP1 NFkB,NR2F2 inh,TLR9-MyD88 block,SRC3 inh,SRC2 inh,C8 TRAIL sens,NR5A2 inv ag,NOD2-RIPK2 inh,TWEAK-Fn14 inh
O=C(NCc1cccc(Br)c1)C1CC(c2ccccc2[N+](=O)[O-])=NO1 (stereo not drawn),-14,-15,-20,4,-3,0,-30,5,28,-3,-6
CSc1ccccc1C(=O)C1CCCN(C(=O)NC(C)C)C1 (stereo not drawn),-1,3,2,13,-2,20,-1,-2,-7,-5,42
O=C(c1cc2nc(-c3ccco3)cc(C(F)(F)F)n2n1)N1CCN(c2ccccn2)CC1,-2,18,10,-8,1,11,12,11,-5,-5,51*
COc1ccc(S(=O)(=O)N(CC(=O)N2CCN(C)CC2)c2ccc(C)cc2)cc1Br,17,7,-15,2,-2,-9,0,-2,13,-2,7
COc1ccccc1-c1nc(C(=O)NCC2CCCO2)cc2c1[nH]c1ccccc12 (stereo not drawn),3,-5,-14,nt,3,-4,nt,2,13,-1,24
O=c1[nH]c(-c2cccs2)nc2ccccc12,-23,-19,-4,-21,9,-13,-17,19,-21,-11,2
Cc1sc(NC(=O)c2ccco2)c(CN2CCN(Cc3ccccc3)CC2)c1C,1,7,1,-17,-6,9,14,2,-6,-1,-13
CC(C)C[C@H](NC(=O)C1(c2ccccc2)CCN(C(=O)OC(C)(C)C)CC1)C(=O)N1CCC[C@H]1C(=O)O,1,-15,-6,-5,-13,-16,13,0,7,-4,9
C#CCOCCOCCOCCNc1nc(N2CCOCC2)nc(N2CCN(C(=O)[C@H](CCCCN)n3cc([C@@H](N)CO)nn3)CC2)n1,9,6,5,7,0,2,-1,-7,4,-13,6
COc1ccc(CN(CCCN2CCOCC2)C(=O)Nc2cccc(Cl)c2)cc1OC,nt,2,4,13,-6,8,-6,8,8,0,-35
Cc1cccc(NC(=O)CCCNC(=O)c2ccc(Cl)cc2)n1,22,-5,3,-4,3,-25,-15,-2,-10,11,-3
O=C(CCCN1C(=O)/C(=C/c2cccc(Br)c2)SC1=S)NCCCN1CCOCC1,-2,7,1,15,-8,19,34,26,9,7,4
Cc1ccc2c(Cl)cc(Cl)c(OCC(=O)OCC(=O)Nc3ccc(C#N)cc3)c2n1,1,-2,0,20,13,32,-18,-10,1,3,-11
Cc1ccc(S(=O)(=O)N(CC(O)CN(C)C)c2ccccc2)cc1 (stereo not drawn),7,-13,-2,1,2,9,0,-7,-6,2,-5
CCOC(=O)c1sc(Nc2nc3c(F)cccc3s2)cc1C,-31,-68,-69,-32,4,-52,-30,7,-10,-2,-27
CCOC(=O)C(NC(C)=O)(N1CCc2ccccc2C1)C(F)(F)F (stereo not drawn),2,6,-2,14,-18,-26,-2,-16,-18,-12,-7
O=c1cc2c(nn1Cc1ccc(F)cc1)-c1ccccc1CC2,4,6,-16,4,5,20,-12,-4,8,7,21
CSCC[C@H](NC(=O)CCn1nnc2ccccc2c1=O)C(=O)O,-13,0,-4,-10,-1,-3,-4,-3,-6,-4,-7
Cc1cc(C)c(C(=O)COC(=O)c2ccc(NC(=O)CC#N)cc2)cc1C,-21,-11,-5,-15,-5,-20,27,-11,-24,-2,-11
O=C(c1ccco1)N1N=C(c2ccncc2)CC1(O)C(F)(F)F (stereo not drawn),5,12,-6,-22,-4,17,11,2,24,9,-17
CCCc1cc(-c2[nH]ncc2-c2ccc(C(=O)OCC)o2)c(O)cc1O,34,2,-7,-1,-1,12,-8,3,12,-1,59*
O=C(NCCc1ccccc1C(F)(F)F)c1cc(COc2ccccc2)on1,8,3,-26,-26,0,-8,-21,-1,1,-7,-2
S=c1[nH]c(-c2ccc(Br)cc2)cn1CCc1ccccc1,-6,0,-2,1,4,3,8,2,4,-9,-25
CC1=NCCN1S(=O)(=O)c1cccc([N+](=O)[O-])c1,2,2,-2,-11,13,-6,-1,-11,2,-6,-2
COc1cccc(NC(=O)CSc2nc3c(oc4ccccc43)c(=O)[nH]2)c1,-25,-32,0,-18,3,-7,-25,21,1,-8,-21
CCn1cc(C(=O)OCC(=O)OC2CC(C)CCC2C(C)C)c(=O)c2ccc(C)nc21 (stereo not drawn),45,-1,12,8,-6,24,27,14,8,11,19
Cc1cc(=O)n2[nH]c(N)c(N=Nc3ccccc3)c2n1,10,-36,2,-22,3,2,-34,-11,10,3,18
CCOC(=O)N1CCN(c2nc3ccccn3c(=O)c2C=O)CC1,3,10,1,-8,-4,-7,-6,5,-12,4,-7
O=C(COc1ccc(Oc2ccccc2)cc1)NCc1cn2ccccc2n1,23,-3,-11,1,3,4,16,-5,2,12,16
Cc1ccc(S(=O)(=O)N(CC(O)CN2CCCCC2)c2cccc([N+](=O)[O-])c2)cc1 (stereo not drawn),-16,-13,-4,-10,-3,1,-12,9,-18,-4,-3
Cc1cc(C)cc(OCC(=O)Nc2ccc(S(=O)(=O)Nc3ccccn3)cc2)c1,-4,-3,3,2,-6,-3,1,1,0,-1,22
CC(=O)c1c(C)[nH]c(C(=O)Nc2ccccn2)c1C,-43,-61,-7,-47,-6,-173,-66,51*,-88,-8,13
Cc1ccc(NC(=O)Cc2nc(CN(C)CC(=O)Nc3ccc(C)cc3)cs2)cc1,-1,-10,2,-9,3,21,-6,-2,13,-3,-10
CCn1c(C)nc2cc(S(=O)(=O)N3CCCCC3)ccc21,-2,-13,7,4,4,3,14,3,-1,-12,17
Cc1cc(NC(=O)CSc2ncccn2)no1,-2,-7,8,16,-1,15,-15,2,-3,-7,14
Cc1cc(C(=O)N2CCCCCC2)cs1,3,-1,7,-3,-9,-10,12,1,-10,-1,0
CC1CC(=O)c2cnc(N)nc2C1 (stereo not drawn),2,-24,4,-9,2,10,-18,-7,16,0,-8
COc1ccc(-n2c(SCC(=O)C(C)(C)C)nc3ccsc3c2=O)cc1,10,10,-3,7,-2,-1,-1,-1,1,-5,-28
O=C(CCCOc1ccccc1)Nc1ccncc1,-8,-8,1,-1,1,14,-4,9,18,-2,3
CN1CC(=O)Nc2ccc([N+](=O)[O-])cc2C1=O,-4,-2,-10,-13,-6,12,-4,-6,2,10,-2
O=C1CSC(=S)N1N=Cc1c(F)cccc1Cl,-11,5,4,-4,7,-2,6,-17,9,2,-9
O=C(COC(=O)c1ccc(Cl)c(S(=O)(=O)N2CCOCC2)c1)NCc1ccco1,-1,-7,-6,15,-7,2,-5,29,2,-5,-7
O=C(c1ccncc1)N1CCN(S(=O)(=O)c2ccc(OC(F)(F)F)cc2)CC1,10,3,1,-19,2,-1,13,7,-4,5,21
COCCNC(=O)C(c1ccc(C)o1)N(Cc1ccco1)C(=O)c1snc(C(N)=O)c1N (stereo not drawn),-11,-4,-3,0,6,13,1,-2,1,5,6
CC(=O)NC1CCCC(NC(C)=O)C1 (stereo not drawn),2,-2,-1,11,0,-3,-17,-30,-15,-5,5
CCOc1cc(S(=O)(=O)NCCCN2CCOCC2)c(C)cc1C,7,9,3,14,2,-14,-1,9,-8,11,8
COc1cccc(C(=O)N(c2ccc(OC)cc2OC)C2C=CS(=O)(=O)C2)c1 (stereo not drawn),-12,4,-6,-3,0,32,-5,-1,-15,2,36
O=S(=O)(c1ccc(Cl)cc1)N1CCNCC1,0,10,-18,-1,-13,8,6,-5,12,8,4
COc1ccc(Cc2noc(-c3ccc([N+](=O)[O-])cc3)n2)cc1OC,25,14,11,16,3,21,-1,-13,1,-11,-16
O=C(Nc1ccc(F)cc1)Nc1nnc(COc2ccccc2F)s1,57*,12,1,-4,8,19,-47,3,-32,0,21
O=C(NCc1cccs1)c1ccc(Cl)c(S(=O)(=O)N2CCOCC2)c1,4,2,-10,-2,2,8,2,-4,-26,-5,-12
Cc1cc(C)n(-c2nnc(C)n2N)n1,-7,-5,-3,5,-7,12,-41,-15,17,0,0
Cc1nc(NC(=O)COC(=O)CNC(=O)c2ccco2)c(Cl)cc1Cl,0,-4,-5,0,2,15,10,7,4,2,-8
